# Source: PubChem
# Rtt109 Vps75 – inhibitors of Candida albicans Rtt109/Vps75 histone acetyltransferase | Q5AAJ8 | 330,000 tested, 0.16% active | purified Rtt109/Vps75, ThioGlo CoA-SH fluorescence, 4 h | inhibition, % at 34.9 µM;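 active = inhibition of at least 50% in every replicate; inconclusive = best replicate reaches 50% inhibition but some replicates fall short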
# Target sequence (Q5AAJ8 whole entry, looked up): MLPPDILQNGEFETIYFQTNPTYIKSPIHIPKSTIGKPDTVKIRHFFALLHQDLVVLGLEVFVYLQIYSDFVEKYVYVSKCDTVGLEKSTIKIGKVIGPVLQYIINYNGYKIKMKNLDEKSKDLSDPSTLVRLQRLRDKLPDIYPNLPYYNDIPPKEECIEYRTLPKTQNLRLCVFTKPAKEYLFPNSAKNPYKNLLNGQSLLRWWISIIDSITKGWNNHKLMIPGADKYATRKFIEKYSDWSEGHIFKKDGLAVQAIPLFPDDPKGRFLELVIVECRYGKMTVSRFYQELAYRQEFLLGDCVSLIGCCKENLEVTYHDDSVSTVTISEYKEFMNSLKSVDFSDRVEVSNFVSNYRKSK
# AddAB inh – less growth of phage-infected E. coli with AddAB; E. coli expressing H. pylori AddAB, absorbance growth; inhibition, % at 11.9 µM; 330,000 tested, 0.29% active; AID 435030; in the data active = inhibition above about 12%;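 note: 0% = vehicle wells of infected cells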
# Wnt bcat act – activators of Wnt/beta-catenin signaling; activation, % at 9.35 µM; 300,000 tested, 1.2% active; Wnt/beta-catenin reporter cell assay, activator, plate reader; in the data active = activation above about 30%, passing the limit was not always enough; inconclusive = no clear call, values can overlap the other calls;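 note: 0% = neutral control wells and 100% = positive control wells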
# DAGLB inh – blocks human DAGLB lipase activity; Q8NCG7; HEK293T DAGLB membrane lysate, EnzChek fluorogenic substrate; inhibition, % at 5.17 µM; 340,000 tested, 0.059% active; AID 504411; in the data active = inhibition above about 34%;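 note: 0% = enzyme with vehicle and 100% = wells lacking enzyme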
# Target sequence (Q8NCG7 whole entry, looked up): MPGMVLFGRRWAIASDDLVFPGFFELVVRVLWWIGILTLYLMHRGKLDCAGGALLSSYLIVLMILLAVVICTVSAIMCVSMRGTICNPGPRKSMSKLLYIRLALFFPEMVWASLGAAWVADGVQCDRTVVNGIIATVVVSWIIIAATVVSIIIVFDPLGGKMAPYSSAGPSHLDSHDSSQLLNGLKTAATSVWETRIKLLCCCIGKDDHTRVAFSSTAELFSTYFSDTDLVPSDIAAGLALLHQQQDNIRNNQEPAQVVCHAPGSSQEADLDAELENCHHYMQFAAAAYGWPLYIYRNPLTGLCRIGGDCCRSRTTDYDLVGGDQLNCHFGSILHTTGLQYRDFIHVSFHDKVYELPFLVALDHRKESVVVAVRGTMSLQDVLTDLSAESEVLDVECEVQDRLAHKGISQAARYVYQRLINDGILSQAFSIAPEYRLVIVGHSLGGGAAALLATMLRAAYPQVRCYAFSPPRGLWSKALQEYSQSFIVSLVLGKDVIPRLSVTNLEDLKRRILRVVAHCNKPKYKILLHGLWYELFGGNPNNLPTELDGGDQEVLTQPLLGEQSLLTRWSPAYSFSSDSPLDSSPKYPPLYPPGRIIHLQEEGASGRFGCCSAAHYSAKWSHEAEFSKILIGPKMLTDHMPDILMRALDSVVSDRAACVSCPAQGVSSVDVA
# phage Ecoli inh – E. coli growth loss with phage present; growth absorbance; inhibition, % at 11.9 µM; 360,000 tested, 0.26% active; AID 651602; in the data active = inhibition above about 11%
# Ecoli viability – reduces bacterial viability in AddAB counter-screen | inhibition, % at 11.9 µM | AID 449728 | E. coli V3065 growth, OD600 absorbance, 18 h | 330,000 tested, 0.27% active;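 active = inhibition above the campaign's mean inhibition across all tested compounds plus 3 SD, cut at about 9.9% in these data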;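 note: uninfected addAB+ strain grown without phage in ampicillin broth; 0% = DMSO wells and 100% = ciprofloxacin 0.95 µg/ml wells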
# PvdQ inh – P. aeruginosa PvdQ acylase inhibition; inhibition, % at 10 µM; purified PvdQ acylase, fluorescence plate reader; 340,000 tested, 0.063% active; in the data active = inhibition above about 30%, passing the limit was not always enough; inconclusive = no clear call, values can overlap the other calls;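 note: 0% = vehicle neutral wells and 100% = reference inhibitor wells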
# Tat export inh – blocks Tat-dependent protein export in E. coli; E. coli MC4100 TorA-mCherry Tat export, fluorescence; inhibition, % at 10 µM; 340,000 tested, 0.036% active;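 active = mean replicate inhibition at least 50% and at least half of replicates individually reaching 50%; inconclusive = only one of the two criteria met; inactive = neither criterion met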;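 note: exported cargo escapes ClpAP degradation while cytoplasmic cargo is degraded and loses fluorescence; 0% = median of neutral control wells and 100% = median of NaSCN control wells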
# CAL PDZ FP – human CAL PDZ-peptide interaction inhibition | Q9HD26 | purified CAL PDZ, TMR-peptide fluorescence polarization, 1 h | inhibition, % at 20 µM | 330,000 tested, 0.02% active | AID 504414;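 active = highest replicate inhibition of at least 40%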;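 note: plate controls were DMSO neutral control wells for no effect and unlabeled competitor peptide control wells for full effect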
#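 Test system: tagged CAL PDZ domain / Buffer or medium: sodium phosphate/NaCl buffer pH 7.4 with TCEP, IgG, Thesit / Reagent: TMR-labelled reporter peptide T*-PRC34 bound in PDZ groove / Compound dosing: single point, 20 µM / Schedule: 1 h incubation at room temperature before polarization reading / Technique: fluorescence polarization (mP) / Benchmarks: unlabelled peptide, DMSO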
# PfHsp90 set2 – reduces growth (ATP signal) of yeast expressing P. falciparum Hsp90 | inhibition, % at 9.4 µM | 310,000 tested, 0.32% active | S. cerevisiae expressing PfHsp90, BacTiter-Glo ATP, 48 h; yeast lacking PDR1 and PDR3 efflux regulators;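 active = every replicate shows inhibition above about 80%, whatever the replicate mean, limit read from the data; inconclusive = mean inhibition reaches the set limit but some replicate falls short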;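 note: 0% = DMSO neutral controls and 100% = 20 µM radicicol positive controls; yeast relying on Plasmodium falciparum Hsp90 in place of its own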
# * marks the source's active call; other numbers are inactive results; ? = inconclusive; . = not tested or not shown; & = joins results of further samples.
# The line under a structure holds: Rtt109 Vps75	AddAB inh	Wnt bcat act	DAGLB inh	phage Ecoli inh	Ecoli viability	PvdQ inh	Tat export inh	CAL PDZ FP	PfHsp90 set2
O=C1CC2(CCN(C(=O)c3ccc(F)c(F)c3)CC2)Oc2ccccc21
→ -13	4.9	2	3	2.3	0.6	-3	14	0.0	-14
O=C(NC1CCCCC1)C(c1ccncc1)N(C(=O)Cn1nnc(-c2cccs2)n1)C1CCCC1 (stereo unspecified)
→ .	-2.2	.	1	0.6	0.7	-2	1	-2.6	15
C=CCN1C(=O)C(CC(=O)Nc2ccc(OC)cc2)SC1=Nc1ccc(S(N)(=O)=O)cc1 (stereo unspecified)
→ -4	-2.0	0	-1	3.0	-1.5	5	-1	-0.3	4
CN1CCN(c2nc3c(c(=O)n(C)c(=O)n3C)n2Cc2ccccc2Cl)CC1
→ -3	1.1	0	-1	0.1	2.3	-6	2	0.1	6
COc1cc(/C=N/NS(=O)(=O)c2ccc(Br)cc2)ccc1O
→ -8	0.2	-2	3	2.1	-0.3	-10	-1	0.1	-15
CCOC(=O)c1c(CN2CCCCC2)oc2ccc(OC)cc12
→ 14&-3	4.8&-0.2	-3	-5&-8	4.0&0.8	-0.8&-2.2	-8&-15	4&8	-0.4&-0.3	0
NS(=O)(=O)c1ccc(C(=O)O)cc1
→ 4	-1.8	-2	-1	3.8	0.1	-9	-1	1.0	3
COCCn1c(SC(C(=O)Nc2cc(C)ccc2OC)c2ccccc2)nnc1-c1ccc(Cl)cc1 (stereo unspecified)
→ 13	0.4	0	0	4.0	0.9	7	-2	-2.3	-12
Cc1cccc(NC(=O)COc2ccc(Br)cc2C)n1
→ -3	0.9	.	-19	2.0	0.9	7	-6	-2.1	-4
COc1ccc(-c2c(-c3cc(OC)cc(OC)c3)n(C)c3ccc(-c4ccc(S(N)(=O)=O)cc4)cc23)cc1
→ -15	-0.2	-13	3	0.2	-1.5	-4	?	0.6	-33
COc1ccc(N2CCN(C3CCCN(Cc4ccccc4OCCO)C3)CC2)cc1 (stereo unspecified)
→ 1	-0.7	1	1	-1.2	-1.6	-15	-6	-2.2	3
Cc1ccc(NS(=O)(=O)c2ccc(C)c(C(=O)N3CCOCC3)c2)cc1
→ 3	-0.2	0	1	2.5	-0.2	-4	18	0.5	6
CNc1nc(NC)nc(-n2c(C(F)(F)F)nc3ccccc32)n1
→ -4	3.2	-12	-2	2.4	0.9	-8	-9	.	-11
O=S(=O)(NCc1ccccc1)c1cccc(S(=O)(=O)N2CCOCC2)c1
→ -3	1.5	-3	4	3.3	1.7	-3	19	-0.9	-4
C=CCn1c(-c2cccnc2Cl)nc2ccccc21
→ 15	3.4	.	-1	5.6	-3.0	-9	-3	-2.3	-12
CCCOc1ccc(NC(=O)C2CC(=O)N(C)C(=Nc3cccc(OC)c3)S2)cc1 (stereo unspecified)
→ 11	3.7	-5	-8	4.6	-1.9	-3	0	1.1	4
O=C1CSC(=S)N1Cc1cccnc1
→ -13	-0.3	.	-4	-0.1	0.0	-22	-33	-1.4	6
COc1ccccc1C(=O)Nc1ccc(S(=O)(=O)N2CCCC2)cc1
→ 7	2.8	.	-3	-0.4	-0.2	0	-2	-3.8	6
CC(C)c1ccc(Nc2nnc(SCC(=O)NCC3CCCO3)s2)cc1 (stereo unspecified)
→ 6	0.2	47*	0	0.4	-1.7	-8	-4	-0.3	.
CCCC(=O)c1ccc(N2CCN(C(=O)c3cccs3)CC2)c(F)c1
→ 4	2.4	-2	-2	2.7	0.5	-14	6	-0.9	-19
CC1CN(C(=O)C2CCCN2S(=O)(=O)c2ccc(Cl)cc2)CC(C)O1 (stereo unspecified)
→ -22	-0.3	0	2	0.3	0.6	1	-5	-0.4	-3
N[C@@H](CO)c1cn([C@@H](Cc2cc3ccccc3[nH]2)C(=O)N2CCNCC2)nn1
→ 36	0.8	3	1	3.3	0.9	0	-2	-0.4	.
O=C(CN1CCC(n2nnc3cc(C(F)(F)F)ccc32)CC1)NNC(=O)c1ccco1
→ .	1.6	-1	1	3.7	-0.4	0	-1	-2.6	3
O=C(Nc1ccccc1)C1CCN(S(=O)(=O)c2ccc3c(c2)OCCO3)CC1
→ -4	-1.2	-1	-1	1.9	-0.2	-3	2	-2.7	-6
CCCCS(=O)(=O)NC1=NCN(CCOC(=O)c2ccccc2)CN1
→ 11	3.6	.	4	3.5	0.6	2	-4	-1.1	-2
COc1ccccc1C(c1nnnn1Cc1ccco1)N1CCN(c2cccc(C)c2C)CC1 (stereo unspecified)
→ 20	1.6	-11	-21	4.3	-1.6	9	-3	0.0	-27
C=C1c2cccc(C(F)(F)F)c2O[C@H](C(=O)OCC)[C@H]1OC
→ -5	2.7	-2	-1	2.3	2.3	-4	-3	-0.5	-5
O=c1oc(Nc2ccc(F)cc2)nc2ccccc12
→ 23	1.9	.	0	0.6	1.9	3	1	-1.1	13
CCOc1ccc(NC(=O)CN2CCN(CC(=O)Nc3ccc(C(=O)OC)cc3)CC2)cc1
→ 1	4.6	.	0	-0.6	-1.1	-7	5	-0.7	-3
Clc1cc(NC2CCCCC2)ncn1
→ 7	-0.7	1	0	-0.4	2.0	-17	-4	0.8	0
CC(=O)C1=C(O)C(=O)N(Cc2ccccc2)C1c1ccccc1F (stereo unspecified)
→ -8	3.7	.	5	0.4	0.5	-14	1	-1.3	24
COC(=O)c1cc(-c2ccccc2)sc1N
→ 5	0.1	10	-1	8.1	-3.6	6	-2	.	-56
O=C(COc1ccccc1)Nc1nc2cc3c(cc2s1)OCCO3
→ -5	0.6	17	-3	-0.6	-0.9	-3	-5	-0.2	-3
CCOC(=O)c1cc2sccc2n1CC(=O)C(C)(C)C
→ -2	-0.5	-1	-6	1.7	0.2	-11	-1	-3.4	.
O=C(CCCOc1ccc(Cl)cc1Cl)Nc1ccccn1
→ 0	2.7	2	-5	3.5	1.2	-6	-6	-0.5	23
CCCc1cc(=O)[nH]c(SCC(=O)NC2CCCc3ccccc32)n1 (stereo unspecified)
→ 9	-1.1	1	2	0.8	-0.5	-12	16	-2.3	-12
CCOc1cc(/C=N/Nc2ccc(C(=O)O)cc2)ccc1OC(=O)c1ccccc1C
→ -3	1.0	26	4	3.2	-2.0	-16	-3	-2.0	19
O=c1/c(=C/c2ccco2)sc2n1CN(c1ccccc1)CN=2
→ 3	4.2	.	0	3.3	3.0	1	-11	1.2	-22
O=C(Nc1ccc(Cl)cc1C(F)(F)F)c1ccccc1Cl
→ -1	-1.7	1	-2	3.4	2.8	-15	-6	-1.1	15
O=C(NC1CC1)C1CCN(S(=O)(=O)c2cc([N+](=O)[O-])ccc2Cl)CC1
→ 6	0.1	18	2	0.5	-2.1	-5	-3	2.1	0
O=C(CS(=O)(=O)Cc1ccccc1)Nc1ccc(S(=O)(=O)N2CCOCC2)cc1
→ 7	0.2	1	-2	0.1	-0.2	-6	-2	0.0	17
Nc1ccc(O)c2c1C(=O)c1ccccc1C2=O
→ -5	-1.0	-1	30	1.4	-3.3	-4	-25	3.9	-32
COc1ccc(/C=N\NC(=S)SCN2C(=O)C3CCC(C)(C2=O)C3(C)C)cc1 (stereo unspecified)
→ -8	8.0	.	0	4.2	11*	8	-6	-1.9	-41
CCOc1ccc2c(=O)c(Oc3ccccc3)c(C)oc2c1
→ -8	-0.5	.	-6	1.7	-0.5	1	2	-0.2	8
CC(=O)N(Cc1c(C)nn(-c2ccccc2)c1Cl)c1ccc(Cl)cc1
→ 2	0.8	-4	-6	0.0	1.2	-12	31	0.2	16

# Taken from the listing for reference:
# The line under a structure holds: Rtt109 Vps75	AddAB inh	Wnt bcat act	DAGLB inh	phage Ecoli inh	Ecoli viability	PvdQ inh	Tat export inh	CAL PDZ FP	PfHsp90 set2
O=C(CS(=O)(=O)Cc1ccccc1)Nc1ccc(S(=O)(=O)N2CCOCC2)cc1
→ 7	0.2	1	-2	0.1	-0.2	-6	-2	0.0	17
Nc1ccc(O)c2c1C(=O)c1ccccc1C2=O
→ -5	-1.0	-1	30	1.4	-3.3	-4	-25	3.9	-32
COc1ccc(/C=N\NC(=S)SCN2C(=O)C3CCC(C)(C2=O)C3(C)C)cc1 (stereo unspecified)
→ -8	8.0	.	0	4.2	11*	8	-6	-1.9	-41
CCOc1ccc2c(=O)c(Oc3ccccc3)c(C)oc2c1
→ -8	-0.5	.	-6	1.7	-0.5	1	2	-0.2	8
CC(=O)N(Cc1c(C)nn(-c2ccccc2)c1Cl)c1ccc(Cl)cc1
→ 2	0.8	-4	-6	0.0	1.2	-12	31	0.2	16

# Remaining list, next part:
# The line under a structure holds: Rtt109 Vps75	AddAB inh	Wnt bcat act	DAGLB inh	phage Ecoli inh	Ecoli viability	PvdQ inh	Tat export inh	CAL PDZ FP	PfHsp90 set2
O=C(Cc1coc2cc3c(cc12)CCC3)OCc1cc(=O)n2c(n1)sc1ccccc12
→ -2	2.5	-7	-5	1.4	-2.5	-2	-6	-1.1	.
O=C(NCc1ccncc1)C(=O)N/N=C/c1cccnc1
→ -27	1.5	-1	-1	1.2	0.9	-14	6	-2.8	19
CC1CCCN(S(=O)(=O)c2ccc(N(C(=O)c3cnccn3)C(C(=O)NC3CCCCC3)c3cccs3)cc2)C1 (stereo unspecified)
→ -2	1.1	1	-1	0.3	-0.7	-2	2	0.3	-2
COc1ccccc1C(=O)NCCN1CCN(c2ccccc2)CC1
→ 2	1.0	0	1	-0.4	0.8	-4	12	-2.3	9
COc1cc(OC)c2c(-c3ccccc3)cc(=O)oc2c1C(CCN1CCOCC1)c1ccc2c(c1)OCO2 (stereo unspecified)
→ -6	0.1	-3	-1	2.8	-1.4	6	10	-1.0	6
COc1ccccc1C(C)NC(=O)c1cc(S(=O)(=O)N2CCCCC2)ccc1C (stereo unspecified)
→ 5	0.2	-1	-6	5.8	-1.2	2	-3	0.4	.
Cc1cc(=O)[nH]c(SCc2nc3ncccn3c2Br)n1
→ -4	1.7	.	1	0.5	-3.0	6	2	-3.7	26
COCCCNC(=O)c1ccc(-n2nc(C(F)(F)F)cc2-c2cccs2)cc1
→ -9	-2.0	-7	-3	2.3	-4.4	12	7	-1.0	-20
COc1ccccc1NC(=O)c1cc(S(=O)(=O)NC2CCCC2)ccc1F
→ 2	2.8	3	-2	3.5	-0.6	5	6	-0.7	-16
CCOc1ccc(NC(=O)NCCCCc2ccccc2)cc1
→ -2	0.1	-2	-6	1.5	1.3	-6	-5	-1.9	-4
C=CC[C@H](CC(=O)N(CCO)Cc1ccccc1)C(=O)N[C@@H](COC(=O)[C@@H](CC=C)CC(=O)OC(C)(C)C)Cc1c[nH]c2ccccc12
→ 9	-0.8	-5	-1	1.1	-1.8	-11	33	-0.8	12
Cn1c(Cc2ccccc2)nnc1SCC(=O)Nc1ccccc1N1CCOCC1
→ -8	4.4	-2	1	2.0	3.2	-8	-19	0.7	0
O=C(CCc1ccccc1Cl)Nc1cccc(S(=O)(=O)N2CCCC2)c1
→ -10	1.3	-2	-1	0.6	-1.8	-19	0	7.9	0
